LDHA block: qHTS assay for inhibitors of human lactate dehydrogenase; L-lactate dehydrogenase A chain (Homo sapiens), P00338; purified LDHA, NADH/diaphorase-resazurin fluorescence; hits give low values; activity change, % (values are at about 110 or 230 µM); actives 0.15% (n = 480,000); in the data active = activity change below about -30%; inconclusive = mostly about -25% to -30%;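 also: plate controls were DMSO wells for no effect and wells without enzyme for full effect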
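Resorufin fluorescence (ex540/em590), read at 0 and 20 min after diaphorase/resazurin addition, reports the NADH left after a 5 min room-temperature reaction of 2 nM human LDH5 with 0.06 mM NADH and 0.2 mM pyruvate.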
* = called active by the depositor. Not all compounds are listed, so the mix of outcomes need not match the whole.

Results for Cc1ccc2c(C)nc(Nc3nccc(C)n3)nc2c1 ?
LDHA block: 2

How did Cc1[nH]c2ccc(C(=O)NC3(C)CCS(=O)(=O)C3)cc2c1C (stereo not drawn) do in these assays?
LDHA block: -2

Results for O=C(O)[C@H]1c2ccccc2C(=O)N(Cc2ccc(F)cc2)[C@H]1c1ccc(Cl)cc1 ?
LDHA block: 9

Results for COC(=O)c1ccc(/C=N/OCc2ccc(C#N)cc2)cc1 ?
LDHA block: 2

Results for COCCOc1nc2c(c(=O)n(C)c(=O)n2C)n1Cc1ccc(C)cc1 ?
LDHA block: -5

What do the screens show for `N#Cc1nc(-c2ccc(S(=O)(=O)N3CCCC3)cc2)oc1NCc1ccco1`?
LDHA block: 5

How did Cc1ccccc1CN1CCN(c2nc3c(c(=O)[nH]c(=O)n3C)n2C/C=C/c2ccccc2)CC1 do in these assays?
LDHA block: 16

What do the screens show for `CCN1CCN(c2ccc(C(=O)OC)cc2NC(=O)COc2ccc(C(C)(C)C)cc2)CC1`?
LDHA block: -6

How did O=C(CN1C(=O)CC(c2ccccc2)Sc2ccccc21)Nc1ccc(Br)cc1 (stereo not drawn) do in these assays?
LDHA block: 11

Results for Cc1ccc(C)c(-n2nnc(C(=O)NC3CCS(=O)(=O)C3)c2C)c1 (stereo not drawn) ?
LDHA block: 1

Results for O=C(Nc1c(-c2ccccc2)[nH][nH]c1=O)c1cnccn1 ?
LDHA block: 8

Results for Cc1ccc(-c2cc(C(=O)NC3CC3)c3ccccc3n2)o1 ?
LDHA block: -12

How did CC1CCC(NC(=O)c2cc(C3CC3)nc3ccccc23)CC1 (stereo not drawn) do in these assays?
LDHA block: 0

Results for CCN(CC)CCCN(C/C=C/c1ccccc1)C/C=C/c1ccccc1 ?
LDHA block: 1

What do the screens show for `Cc1nc2ccc(NC(=O)CC3CC4CCC3C4)cc2s1` (stereo not drawn)?
LDHA block: 9

What do the screens show for `Cc1nc(SCc2cn3cccc(C)c3n2)c2ccccc2n1`?
LDHA block: 14

What do the screens show for `O=C(NCC(c1ccccc1)c1c[nH]c2ccccc12)c1ccccc1` (stereo not drawn)?
LDHA block: -23

How did COc1ccc2c(c1)cc(C(=O)NCCC(=O)Nc1ccc3c(c1)OCCO3)n2C do in these assays?
LDHA block: 0

Results for CCOC(=O)COc1ccc2c(C)c(-c3ccc(OC)c(OC)c3)c(=O)oc2c1 ?
LDHA block: -1

Results for Cc1cc(NC(=O)COC(=O)c2sc3ccccc3c2C)no1 ?
LDHA block: 1

Results for O=S(=O)(NCc1nnnn1-c1ccccc1)c1ccc(Cl)cc1 ?
LDHA block: -23

What do the screens show for `Cc1ccc(C)c(NC(=O)CN(C)C(=O)c2cccc(S(=O)(=O)NCC3CCCO3)c2)c1` (stereo not drawn)?
LDHA block: 5

How did CCCNC(=S)Nc1cccc(C)c1 do in these assays?
LDHA block: -1

How did COc1ccc(CN(C)Cc2cc(=O)oc3c(C)c(C)ccc23)cc1 do in these assays?
LDHA block: -12

Results for Cc1ccc(CN(CCN(C)C)C(=O)c2ccc(C#N)cc2)o1 ?
LDHA block: -22

What do the screens show for `CCN(CC)S(=O)(=O)c1cc(N2C(=O)CCS2(=O)=O)ccc1OC`?
LDHA block: 1

Results for c1ccc(C2=Nc3ccccc3N=C(c3ccccc3)c3ccccc32)cc1 ?
LDHA block: 3

Results for Cc1ccc(CNC(=O)NCC(=O)N2CCN(S(=O)(=O)c3ccc(Cl)c(Cl)c3)CC2)cc1 ?
LDHA block: -7

What do the screens show for `CC(C)OCC(O)Cn1c(N2CCCCC2)nc2c1c(=O)[nH]c(=O)n2C` (stereo not drawn)?
LDHA block: 7

How did CCN1CCN(C(c2ccccc2)c2nnnn2C(C)(C)C)CC1 (stereo not drawn) do in these assays?
LDHA block: -1

Filtered by structure: those above containing a furan ring, fused or not (3)
What do the screens show for `N#Cc1nc(-c2ccc(S(=O)(=O)N3CCCC3)cc2)oc1NCc1ccco1`?
LDHA block: 5

Results for Cc1ccc(-c2cc(C(=O)NC3CC3)c3ccccc3n2)o1 ?
LDHA block: -12

Results for Cc1ccc(CN(CCN(C)C)C(=O)c2ccc(C#N)cc2)o1 ?
LDHA block: -22

The list goes on:
What do the screens show for `Cc1ccc(-c2ccccc2)nc1C`?
LDHA block: -3

Results for COc1ccc(C(C)=O)cc1CC(=O)NCc1nnc2ccccn12 ?
LDHA block: 4

Results for Cc1cccc(-n2nnnc2C2(Nc3ccccc3C)CCCC2)c1 ?
LDHA block: 3

Results for COc1ccc2nc(NC(=O)c3ccc4c(c3)NC(=O)CS4)sc2c1 ?
LDHA block: -12

What do the screens show for `CC(=O)Nc1cccc(C(C)NC(=O)Nc2cccc(Cl)c2Cl)c1` (stereo not drawn)?
LDHA block: 0

Results for CCOC(=O)C(C#N)C(c1ccco1)c1ccccc1OC (stereo not drawn) ?
LDHA block: -20

How did Cc1cc(N2CCOCC2)nc(Nc2ccc(NC(=O)c3ccccc3)cc2)n1 do in these assays?
LDHA block: 9

How did CC(=O)Nc1ccc(NC(=O)C2(C)CC2(Cl)Cl)cc1Cl (stereo not drawn) do in these assays?
LDHA block: -5

Results for CCn1cnc2c1c(=O)n(CC(=O)NC(=O)NCc1ccccc1)c(=O)n2Cc1ccccc1 ?
LDHA block: 2

Results for CCCCCn1c(N2CCOCC2)nc2c1c(=O)[nH]c(=O)n2C ?
LDHA block: 15

What do the screens show for `CCc1cccc(C)c1NS(=O)(=O)c1cccc(C(F)(F)F)c1`?
LDHA block: -15

How did O=c1oc2ccccc2c(NCc2ccccc2)c1NS(=O)(=O)c1ccc(F)cc1F do in these assays?
LDHA block: -11

Results for O=Cc1ccc(Sc2ccccc2)o1 ?
LDHA block: -11

Results for COc1ccc(NC2=NS(=O)(=O)C(c3ccccc3)=C2C)cc1Cl ?
LDHA block: 14

How did Cc1cc(N2CCN(S(=O)(=O)c3ccc(Cl)c(C(F)(F)F)c3)CC2)nc(C(C)C)n1 do in these assays?
LDHA block: -8

What do the screens show for `CCOC(=O)c1cnc2ccc(Br)cc2c1Nc1cccc([N+](=O)[O-])c1`?
LDHA block: -9

Results for CCCCc1ccc(C(=O)COC(=O)c2cc(S(C)(=O)=O)ccc2C)cc1 ?
LDHA block: 7

Results for Cn1c(=O)[nH]c(=O)c2c1nc(N1CCN(CCO)CC1)n2Cc1ccccc1F ?
LDHA block: 5

Results for O=S(=O)(NCc1ccccc1Cl)c1ccc2c(c1)OCCO2 ?
LDHA block: 3

Results for Cc1ccnc(NC(=O)Cc2ccc(Cl)cc2Cl)c1 ?
LDHA block: -1

Results for COc1ccc(OCC(=O)Nc2ccc3c(C)cc(=O)oc3c2)cc1 ?
LDHA block: 2

Results for CCCC(CCC)C(=O)NCc1nnnn1-c1ccc(OCC)cc1 ?
LDHA block: 4

How did C=CC[N+]1(CC2C(C)C=C(C)CC2C)CCCCC1 (stereo not drawn) do in these assays?
LDHA block: 10

Results for COc1ccc(CCNc2oc(-c3ccc(OC)c(OC)c3)nc2C#N)cc1OC ?
LDHA block: -2

How did COc1cc(C#N)ccc1OC(C)C(=O)c1ccc(Br)cc1 (stereo not drawn) do in these assays?
LDHA block: 5

What do the screens show for `Cc1oc(-c2nc(C#N)c(N3CCN(C)CC3)o2)cc1S(=O)(=O)N(C)c1ccccc1`?
LDHA block: -6

How did Cc1ccc(CNC(=O)c2ccc3c(Cl)c4c(nc3c2)CCCC4)cc1 do in these assays?
LDHA block: 14

How did Cc1nc(-c2cccs2)c(CCC(=O)N2CCN(c3cccc(Cl)c3)CC2)s1 do in these assays?
LDHA block: -2

What do the screens show for `COC(=O)c1sc(NC(=O)C2c3ccccc3Oc3ccccc32)c(C#N)c1C`?
LDHA block: 17

How did CC1CCC(COC(=O)C[N+]2(C)CCCCC2)C(C)C1 (stereo not drawn) do in these assays?
LDHA block: -2

Pulled by structure from the list above (seven):
Results for COc1ccc(CCNc2oc(-c3ccc(OC)c(OC)c3)nc2C#N)cc1OC ?
LDHA block: -2

How did C=CC[N+]1(CC2C(C)C=C(C)CC2C)CCCCC1 (stereo not drawn) do in these assays?
LDHA block: 10

How did Cc1ccc(CNC(=O)c2ccc3c(Cl)c4c(nc3c2)CCCC4)cc1 do in these assays?
LDHA block: 14

How did COc1cc(C#N)ccc1OC(C)C(=O)c1ccc(Br)cc1 (stereo not drawn) do in these assays?
LDHA block: 5

What do the screens show for `Cc1oc(-c2nc(C#N)c(N3CCN(C)CC3)o2)cc1S(=O)(=O)N(C)c1ccccc1`?
LDHA block: -6

What do the screens show for `COC(=O)c1sc(NC(=O)C2c3ccccc3Oc3ccccc32)c(C#N)c1C`?
LDHA block: 17

How did Cc1nc(-c2cccs2)c(CCC(=O)N2CCN(c3cccc(Cl)c3)CC2)s1 do in these assays?
LDHA block: -2

New compounds follow.
Results for O=C(c1cc(C2CC2)nc2ccccc12)N1CCCC(C(F)(F)F)C1 (stereo not drawn) ?
LDHA block: -7

How did N#Cc1ccc(F)c(CSc2nnc(N)s2)c1 do in these assays?
LDHA block: 10

How did CN(C)CCn1cc(C(=O)c2cc(F)ccc2O)cc1-c1nc2ccccc2c(=O)[nH]1 do in these assays?
LDHA block: 0

What do the screens show for `CC(NS(=O)(=O)c1ccsc1C(=O)O)C1CCCO1` (stereo not drawn)?
LDHA block: -1

What do the screens show for `Cc1c(C(=O)Nc2ccccc2)nnn1-c1ccc2noc(-c3ccccc3)c2c1`?
LDHA block: -1

What do the screens show for `FC(F)(F)c1cccc(/C=C/c2nc3c(ccc4ccccc43)s2)c1`?
LDHA block: 18

Results for NC(=O)c1ccc2c(c1)-c1ccccc1C2=O ?
LDHA block: 11

What do the screens show for `O=C(NC1CC2CC1C1CCCC21)c1ccccc1C(F)(F)F` (stereo not drawn)?
LDHA block: 2

What do the screens show for `Cc1nc2ccc(Cl)cc2cc1C(=O)N1CCN(CC(F)(F)F)CC1`?
LDHA block: -3

How did Cc1cccc(-n2nnnc2Sc2nnnn2-c2ccccc2)c1C do in these assays?
LDHA block: 0

Compounds listed so far that have a tert-butyl group (2):
What do the screens show for `CCN1CCN(c2ccc(C(=O)OC)cc2NC(=O)COc2ccc(C(C)(C)C)cc2)CC1`?
LDHA block: -6

How did CCN1CCN(C(c2ccccc2)c2nnnn2C(C)(C)C)CC1 (stereo not drawn) do in these assays?
LDHA block: -1

(list continues)
Results for COC(=O)c1cc2c(C(F)(F)F)cc(-c3ccccc3)nc2s1 ?
LDHA block: 11

How did C[N+](C)(C)CC(=O)c1ccc2c(c1)OCCCO2 do in these assays?
LDHA block: -1

How did Cc1cccc(/C=N/NC(=O)c2cccs2)n1 do in these assays?
LDHA block: 8

How did CC(=O)Nc1ccc(NC(=O)c2csc(NCC(C)C)n2)cc1 do in these assays?
LDHA block: -2

How did CC(C)(C)n1nnnc1C(c1cc2ccccc2o1)N(CCC#N)Cc1ccccc1 (stereo not drawn) do in these assays?
LDHA block: 1

Results for CC1=C(C(=O)N2CCCCCC2)CC(CC(=O)NC(c2ccccc2)c2ccccc2)C(=O)N1CCC1=CCCCC1 (stereo not drawn) ?
LDHA block: 3

How did Cc1ccc(NC(=O)CC2CC3CCC2C3)cc1 (stereo not drawn) do in these assays?
LDHA block: 8

How did Cc1cc2oc(=O)cc(CN3CCN(S(=O)(=O)c4ccc5c(c4)OCCO5)CC3)c2cc1C(C)C do in these assays?
LDHA block: 2

How did CCN(C(=O)CSc1nc2ccccc2o1)c1ccccc1 do in these assays?
LDHA block: 2

What do the screens show for `O=C(Nc1nc(-c2cc3ccccc3oc2=O)cs1)c1ccc(Cl)cc1`?
LDHA block: -6

Results for CC(Sc1nc(CN2CCOCC2)nc2ccccc12)C(=O)N1CCCCCC1 (stereo not drawn) ?
LDHA block: 5

How did COc1ccccc1-c1cc(=O)c2cc(C)ccc2o1 do in these assays?
LDHA block: 10

What do the screens show for `CCOc1ccc(C(=O)CCC(=O)N(CC#N)C2CC2)cc1`?
LDHA block: inconclusive

How did CCCCCCCCN1C(=O)[C@H](CC(=O)N2CCN(C(=O)c3ccco3)CC2)C[C@@]2(C(=O)OCC)CCCC=C12 do in these assays?
LDHA block: 4

How did O=C(Sc1ccccc1)c1ccccc1 do in these assays?
LDHA block: 12

What do the screens show for `CCCN(Cc1ccc(OC)cc1)Cc1cc(=O)oc2ccc(C)cc12`?
LDHA block: -19

What do the screens show for `Cc1ccc2c(c1)Oc1cc(Cl)c(S(=O)(=O)N(C)C)cc1C(=O)N2`?
LDHA block: 1

How did COc1ccc(OC)c(CN2C(=O)CSCC2(C)C(=O)NC(C)C)c1 (stereo not drawn) do in these assays?
LDHA block: 1

How did O=C(C1CCCCC1)N(Cc1cccnc1)c1nc2c(Cl)cccc2s1 do in these assays?
LDHA block: -5

What do the screens show for `CCOc1ccc(C(=O)Nc2cccc(-c3nc4cc(C)ccc4o3)c2)cc1`?
LDHA block: 4
